Polio RdRp inh = poliovirus RdRp elongation inhibitors, primary screen, biochemical, fluorescence polarization, total intensity | Genome polyprotein (Poliovirus type 1 (strain Mahoney)), P03300 | poliovirus polymerase elongation; hits give low values | % elongation, % (compound at 16.7 µg/mL) | 150,000 compounds, 0.66% hits | AID 588519, 2011; in the data active = % elongation below about 90%; also: some results filed as inactive read as strong as hits
Target sequence (P03300 1749-2209 limits assumed): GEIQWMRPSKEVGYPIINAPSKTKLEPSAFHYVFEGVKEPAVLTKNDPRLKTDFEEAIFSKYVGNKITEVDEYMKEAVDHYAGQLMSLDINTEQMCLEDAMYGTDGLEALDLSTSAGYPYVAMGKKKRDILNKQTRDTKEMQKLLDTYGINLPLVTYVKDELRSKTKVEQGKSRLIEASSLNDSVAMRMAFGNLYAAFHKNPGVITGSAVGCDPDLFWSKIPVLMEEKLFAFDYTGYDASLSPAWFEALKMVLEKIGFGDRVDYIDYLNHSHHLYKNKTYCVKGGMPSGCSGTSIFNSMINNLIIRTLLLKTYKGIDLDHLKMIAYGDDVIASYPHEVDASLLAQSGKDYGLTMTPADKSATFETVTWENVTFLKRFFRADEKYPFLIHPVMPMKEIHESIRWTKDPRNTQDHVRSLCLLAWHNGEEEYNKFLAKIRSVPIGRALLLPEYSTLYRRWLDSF
Polio RdRp inh FP z-score = second read-out of Polio RdRp inh, no call of its own (marks repeat the call); z-score; measured here: FP z-score; hits read low
Active calls of the source: *; & = joins results of further samples. A portion of the library; count on the stated rates, not on these rows.

SMILES	Polio RdRp inh	Polio RdRp inh FP z-score
CC(C)(C)c1ccc(Oc2nc3ccccn3c(=O)c2/C=C(\C#N)c2nc3ccccc3s2)cc1	95	-1.8
Cc1ccc(C)n1-c1n[nH]c(=S)s1	99	-0.3
COCCCNC(=O)c1c(NC(=O)c2nc(S(C)(=O)=O)ncc2Cl)sc2c1CCCC2	113	-0.1
CCN1CCCC1CNC(=O)c1nnc(Cc2ccccc2OC)o1 (stereo not drawn)	99	-1.5
Cc1ccc(C2=Nc3ccccc3N(CC(=O)Nc3cccc(F)c3)C(=O)C2)cc1C	112	1.3
CC(C)c1ccc(C(=O)Nc2ccccc2N2CCN(C)CC2)c(C(C)C)c1	101	-0.1
CC(C)(C)OC(=O)/C(C#N)=C/c1ccc(C#N)cc1	104	0.5
Cc1cc(COC(=O)CSc2cc(C)c3ccccc3n2)no1	103	0.1
CCC(=O)N=c1sc2c(C)cc(C)cc2n1CC	99	-0.5
Cc1cc(C(=O)NN)c(C)n1-c1ccccc1	101	-0.2
COc1ccc(C(=S)N2CCCC2)cc1OC	101	-0.1
Cn1c(CO)nc2cc(N)ccc21	97	-2.6
CC(C)c1ccc(NS(=O)(=O)c2ccc(N3C(=O)CCC3=O)cc2)cc1	106	0.2
Fc1ccc(NC2=NCCC2)cc1	108	0.6
O=C(NC1CC1)c1ccc(OCC2CCCO2)cc1 (stereo not drawn)	108	-0.1

Of the compounds above, 7 have sulfur:
SMILES	Polio RdRp inh	Polio RdRp inh FP z-score
CC(C)(C)c1ccc(Oc2nc3ccccn3c(=O)c2/C=C(\C#N)c2nc3ccccc3s2)cc1	95	-1.8
Cc1ccc(C)n1-c1n[nH]c(=S)s1	99	-0.3
COCCCNC(=O)c1c(NC(=O)c2nc(S(C)(=O)=O)ncc2Cl)sc2c1CCCC2	113	-0.1
Cc1cc(COC(=O)CSc2cc(C)c3ccccc3n2)no1	103	0.1
CCC(=O)N=c1sc2c(C)cc(C)cc2n1CC	99	-0.5
COc1ccc(C(=S)N2CCCC2)cc1OC	101	-0.1
CC(C)c1ccc(NS(=O)(=O)c2ccc(N3C(=O)CCC3=O)cc2)cc1	106	0.2

New compounds follow.
SMILES	Polio RdRp inh	Polio RdRp inh FP z-score
O=C(CSc1nc2ccccc2s1)c1ccc(O)cc1O	104	0.1
COC(=O)c1ccc(-c2ccco2)n1CC(=O)NC(C)C	102	0.3
CN(Cc1ccccc1)C(=O)C1CCN(S(=O)(=O)c2ccc3nc4c(c(C(=O)O)c3c2)CCCC4)CC1	99	-1.7
O=C(Nc1cccc(Br)c1)C1CC(=O)N(C2CCCC2)C1 (stereo not drawn)	104	1
CC1c2cccn2CCN1S(=O)(=O)/C=C/c1ccc(Cl)cc1 (stereo not drawn)	106	0.4
COc1ccc(/C=C2\SC(=O)NC2=S)cc1OC	90	-2.7
Cc1nc2cc(O)c(O)cc2s1	105	0.5
Cc1ccc2nc(-c3ccc(NC(=O)COc4c(C)ccc(C)c4C)cc3)sc2c1	105	0
O=C(CN1C(=O)C2C3C=CC(C3)C2C1=O)OCC(=O)c1ccccc1 (stereo not drawn)	99	-0.2
CC1CCCCC1NC(=O)CSc1nnc(CC(=O)Nc2ccccc2Cl)n1C (stereo not drawn)	100	-0.7
Cc1ccc2cc(C#N)c(N3CCCN(C(=O)C4CCCCC4)CC3)nc2c1	99	-1.2
CCN(CC)CC(=O)Nc1ccc(-c2ccc(NC(=O)CN(CC)CC)cc2)cc1	101	-0.1
CCSc1nn(CC(=O)Nc2ccc(C(=O)OC)cc2)c(N)c1S(=O)(=O)c1ccc(C)cc1	101	-1.1
Cc1ccc(N(CC(=O)Nc2cc(C)ccc2C)S(=O)(=O)c2c(C)nn(C)c2C)cc1	103	1.5
Cc1[nH]nc(-c2ccc(S(=O)(=O)N3CCc4ccccc43)s2)c1C	110	6.2

Pulled by structure from the list above (two):
SMILES	Polio RdRp inh	Polio RdRp inh FP z-score
COC(=O)c1ccc(-c2ccco2)n1CC(=O)NC(C)C	102	0.3
Cc1cc(C(=O)NN)c(C)n1-c1ccccc1	101	-0.2

(cont.)
SMILES	Polio RdRp inh	Polio RdRp inh FP z-score
CCOC(=O)N1CCC(NC(=O)CSCc2nc(-c3ccccc3Cl)oc2C)CC1	100	-0.6
O=C(/C=C/c1ccco1)OCc1nc2sc3c(c2c(=O)[nH]1)CCCC3	114	1.7
CCOC(=O)C(Cc1ccccc1)NC(=O)Cn1nnc(-c2ccc(C)cc2)n1 (stereo not drawn)	109	0.9
CCN(CC)S(=O)(=O)c1ccc2oc(C(=O)NC3CCCCC3C)c(C)c2c1 (stereo not drawn)	100	0
Cc1ccc(-n2c(=O)c3c(cnn3C)n(Cc3cccc(C)c3)c2=O)cc1	102	0.1
Cc1ccccc1C(=O)OCC(=O)Nc1cccc(C#N)c1	100	-1
Cc1ccccc1Nc1nc(N)nc(Cn2cc(Br)ccc2=O)n1	100	-0.3
Cc1cc(NC(=O)CCCN2C(=O)/C(=C\c3ccco3)SC2=S)no1	105	0.8
CCCCC(=O)Nc1ccc(S(=O)(=O)N2CCCCCC2)cc1	99	-0.4
CC(=O)c1cccc(NC(=O)Cc2noc3ccccc23)c1	108	0.3
Cc1nc2scc(C)n2c(=O)c1S(=O)(=O)NCCN1CCOCC1	101	0.1
COc1ccc(-c2nc(-c3cccs3)no2)cc1	108	0.4
CC1=C(CC(=O)O)c2cc(F)ccc2/C1=C/c1ccc(S(C)=O)cc1 (stereo not drawn)	101	0.3
O=C(CCC(=O)N1CCCCc2ccccc21)N1CCC2(CC1)OCCO2	106	1.9
CC(=O)Nc1ccc(S(=O)(=O)NC2(C(F)(F)F)NC(=O)N(c3ccccc3F)C2=O)cc1 (stereo not drawn)	105	0.1
COc1ccc(NC(=O)CCCn2c(=O)c3sccc3n(CC(=O)C(C)(C)C)c2=O)cc1	101	0
CCc1ccc(NC(=O)Nc2nnc(N(C)Cc3ccccc3)s2)cc1	107	1.6
CCC(CO)Nc1ncnc2c1cnn2-c1ccc(C)cc1 (stereo not drawn)	110	0.6
COC(=O)CC1C(=O)NCCN1C(=S)Nc1ccccc1 (stereo not drawn)	101	0.2
CCC(C)C12CN(C(C)=O)CC(C)(CN(C(C)=O)C1)C2=O (stereo not drawn)	101	-0.2
CNC(=S)NC1CCN(Cc2ccccc2)CC1	104	0.2
CN(C)c1c(F)cc(C(=O)NC(=O)Nc2nnc(C(F)(F)F)s2)cc1F	102	0.2
CCn1cc(C(=O)OCC(=O)Nc2ccc(F)cc2F)c(=O)c2ccc(C)nc21	102	-1.1
Cc1nc2nc(NC(=O)c3ccccc3)[nH]n2c(=O)c1Cc1ccccc1	100	-0.8
CCCCC(=O)Nc1nn2c(-c3cccc(C)c3)nnc2s1	100	-1.7
CC(=O)Nc1ccc(NC(=O)c2oc3c(c2C)-c2nn(Cc4ccccc4Cl)cc2CC3)cc1	105	-0.3
CCCCNC(=O)C1CCC(=O)N1Cc1ccccc1Cl (stereo not drawn)	101	0.3
CC1CCCCC1n1c(SCC(=O)c2ccc(Br)s2)nnc1-c1cccnc1 (stereo not drawn)	111	1.2
CCCCN1C(=O)/C(=C(\C#N)C(N)=O)c2ccccc21	102	0.5
Cc1ccc(Cn2ccn(CC(=O)Nc3c(C)cc(C)cc3C)c(=O)c2=O)cc1	106	0
O=C(O)CSCC(=O)Nc1ccccc1-c1ccccc1	101	-0.1
O=C(Cc1ccccc1)Nc1sc2c(c1C(=O)Nc1ccc(Br)cc1)CCC2	102	-0.1
Cc1cn2c(=O)c(C(=O)NC3=NCCS3)cnc2s1	105	1.1
CC(=O)Nc1ccc(/C=C2/C(=O)N(CCC#N)C=C2C)cc1	107	0.5
O=C(c1ccc(O)cc1)N1Cc2ccccc2NC1=S	100	-0.1
CCOC(=O)c1[nH]cnc1C(=O)Nc1cccc(OC)c1	100	-0.4
CCc1ccc(-n2[nH]c(=O)c(/C=c3/c(C)c(C#N)c4nc5ccccc5n4c3=O)c2O)cc1	102	0.1
CCOc1ccc(-c2ccc(NS(=O)(=O)c3cc(C)ccc3OC)cc2)nn1	112	1.4
FC(F)(F)Oc1ccc(-n2[nH]nnc2=S)cc1	99	-0.9
CCC12CCCN3CCc4c(n(c5ccccc45)C(=O)C1)C32 (stereo not drawn)	99	-0.3
O=c1oc2ccccc2c(O)c1C=NCc1ccccn1	100	-0.3
O=C(CCNC(=O)c1ccccc1Cl)Nc1nccs1	106	0.2
CC1CC(C)CN(C(=O)c2ccc(CSc3nc4ccncc4[nH]3)cc2)C1 (stereo not drawn)	103	0
NC(=O)c1ccc(-n2nnnc2Oc2ccccc2C(=O)N2CCOCC2)cc1	99	-0.9
CCCCN1C(=O)C(O)(c2c[nH]c3ccccc23)c2cc(Br)ccc21 (stereo not drawn)	99	-1.2
Cc1cccc(CN2C(=O)/C(=C\c3ccc(C(=O)N4CCCC4)cc3)Oc3ccccc32)c1	102	0.2
Cc1ccc2oc(=O)n(CCCOc3ccccc3Cl)c2c1	98	-1.1
O=C(CCN1C(=O)c2ccccc2C1=O)Nc1ccc(S(=O)(=O)Nc2ncccn2)cc1	101	-0.3
CN1C(=O)c2ccc(C(=O)O)cc2CC1c1ccccc1 (stereo not drawn)	100	-0.1
CCOC(=O)c1[nH]c(CSc2nncs2)c(C(=O)OCC)c1C	116	1.4
COC(=O)N1N=C(CC(C)C)CC1(O)C(F)(F)F (stereo not drawn)	99	-0.7
N#CCc1nc2sc3c(c2c(=O)[nH]1)CCCC3	106	0.8
COC(=O)c1ccc(Nc2ncnc3c2cnn3C)cc1	101	-0.9
CCn1cc(C(=O)NN)c(=O)c2cc(F)c(N3CCCC3)cc21	102	0.1
CC(C)n1ncc2c(C(=O)NC3=NCCS3)cc(-c3ccccc3)nc21	107	0.4
CCCCCC(O)CCCC(=O)O (stereo not drawn)	104&101	1&0.2
COc1ccc(N2C(=O)CSC23CCC(C)CC3)cc1 (stereo not drawn)	101	0.2
Cc1cc(=O)oc2cc(OCC(=O)Oc3ccc4c(c3)OCO4)ccc12	83*	-2.4*
O=C(COCc1cc(-c2ccco2)on1)N1CCCc2ccccc21	101	0.1
COc1ccccc1N(CN1CCCC1=O)C(=O)COc1ccccc1	105	1.4

Additional compounds.
SMILES	Polio RdRp inh	Polio RdRp inh FP z-score
CCOC(=O)c1c(C)oc2nc(CSc3nnc(-c4ccccc4)n3-c3ccc(Cl)cc3)nc(N)c12	103	0.2
COc1cc(C(=O)O)cc2c1OCCO2	99	-0.4
CCCOC(=O)C1C2C=CC3(CN(CCc4ccccc4)C(=O)C13)O2 (stereo not drawn)	101	0
O=C1C=CC(=O)N1c1ccc2c(c1)OCO2	102	0
C1Cc2nn3c(c2C1)n1nc2c(c1n1nc4c(c31)CCC4)CCC2	100	-0.5
Cc1ccc2nc(SCC(=O)O)cc(C)c2c1	100	0.1
CCOc1cc(CN2CCN(C(=O)COc3ccc(C)cc3)CC2)ccc1OC	100	-0.4
COc1ccc(-c2cc(C(F)(F)F)nc(SCCC(=O)Nc3ccccc3F)n2)cc1	105	0.3
Cc1ccc(-c2nnn3c2nc(NCCc2ccccc2)c2ccccc23)cc1	106	0.5
COc1ccc(-c2nnn(CC(=O)N(Cc3ccco3)C(C(=O)NCC3CCCO3)c3ccco3)n2)cc1 (stereo not drawn)	100	-0.6
CNS(=O)(=O)c1cccc(C(=O)OCC(=O)N(C)c2ccccc2)c1	98	-1
NC(=O)c1cccc(NC(=O)C(F)(F)F)c1	100	0.1
COc1ccc(C2=Nc3ccccc3NC(C3CC3)=N2)cc1	103	0.5
CC(NCC(=O)Nc1ccccc1C(=O)NC1CC1)c1ccc(F)cc1 (stereo not drawn)	96	-1.1
CS(=O)(=N/C=C(\C#N)C(=O)c1ccco1)c1ccc(Cl)cc1 (stereo not drawn)	101	-0.4

Shown with each value named: part of the list above
> Cc1ccc2nc(SCC(=O)O)cc(C)c2c1
  Polio RdRp inh = 100
  Polio RdRp inh FP z-score = 0.1
> CCOc1cc(CN2CCN(C(=O)COc3ccc(C)cc3)CC2)ccc1OC
  Polio RdRp inh = 100
  Polio RdRp inh FP z-score = -0.4
> COc1ccc(-c2cc(C(F)(F)F)nc(SCCC(=O)Nc3ccccc3F)n2)cc1
  Polio RdRp inh = 105
  Polio RdRp inh FP z-score = 0.3

(further entries)
SMILES	Polio RdRp inh	Polio RdRp inh FP z-score
Cc1cc(-c2ccc(S(=O)(=O)N(C)C3CCCCC3)s2)on1	103	1
O=C(CCC1N=C2c3ccccc3N=C(SCc3ccc(F)cc3)N2C1=O)NCc1cccs1 (stereo not drawn)	112	1.2
O=C(COC(=O)CCc1c[nH]c2ccccc12)Nc1cc2[nH]c(=O)[nH]c2cc1Br	102	0
COc1ccc(Cl)cc1S(=O)(=O)N1CCN(C(=O)c2ccco2)CC1	99	-0.3
COc1cccc(CNS(=O)(=O)c2ccc(-c3cc(C(F)(F)F)on3)s2)c1	111	0.8
COc1ccc(S(=O)(=O)NCC(c2ccc(N(C)C)cc2)N2CCCC2)cc1 (stereo not drawn)	105	-0.1
COc1cccc(NC(=S)Nc2ccccc2)c1	102	-0.1
C=CCc1ccc(OCc2ccc(C(=O)Nc3ccc(NC(C)=O)cc3)o2)c(OC)c1	106	0.3
O=C(c1cc(-c2nnc(-c3ccc(Cl)cc3)o2)n(C2CC2)c1)c1ccccc1O	116	1.6
COc1ccc(OC)c2sc(N3CCN(C(=O)c4ccc5c(c4)CCCC5)CC3)nc12	106	-0.1
Cc1ccc(-c2nc3cc(C(C)C)ccc3o2)cc1NC(=O)c1cc([N+](=O)[O-])ccc1N1CCOCC1	104	0.1
Cc1ccc2nc(SCc3nc4ccccc4c(=O)n3CC#N)[nH]c2c1	45	-7.7
CC(C)(C)c1cc(/C=C2\SC(=S)NC2=O)cc(C(C)(C)C)c1O	105	0.6
Cc1cc(C(=O)O)c(C)n1-c1ccccc1	103	0.1
Cc1ccc(CN2C(=O)c3ccccc3CC2(C)C(=O)NC2CCCCC2)cc1 (stereo not drawn)	107	-0.8
O=c1cccc2n1CC1CNC[C@@H]2C1	101	0.2
CC(C)(C)C1CCC(N2CCOCC2)CC1 (stereo not drawn)	102	0.6
COc1ccc(S(=O)(=O)N2CCN(CCO)CC2)cc1	101	-0.1
O=C1c2ccccc2C(=O)N1Cc1nc2ccccc2c(=O)n1CCN1CCOCC1	102	0.3
